HT1080NT lethal – kills 2HG-producing HT-1080-NT fibrosarcoma cells; HT-1080-NT fibrosarcoma viability, CellTiter-Glo ATP luminescence, 48 h; Potency, µM (titrated, usually from 46.1 µM), inactives show top-dose activity, negative = less viability, hits mostly cytotoxic; actives 1.6% (n = 360,000); AID 686970;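 further: NT is the 2HG producing partner of a matched IDH1 knockdown line; 0% = DMSO-treated cells and -100% = media-only wells without cells; nearly all actives have a fitted effect of over 55% in size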
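750 cells/well, RPMI + 5% FBS; 2 h settle, compound pin-transfer, 48 h at 37 degrees C. CellTiter-Glo 10 min RT, luminescence. Normalized to DMSO and media-only wells.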
SW480 rereplic – induces DNA re-replication in SW480 colon adenocarcinoma cells; actives 1.8% (n = 340,000); Potency, µM (doses to about 46.1 µM), for inactives: top-dose re-replication activation, hits mostly activators; AID 624297; SW480 DNA re-replication, Hoechst DNA content imaging, 48 h; further: % of control where 0% means no effect; nearly all actives have a fitted effect of over 55% in size
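Image-based read-out: total Hoechst fluorescence of nuclei (405 nm excitation, 500-530 nm emission), with hits raising the fraction of high-intensity nuclei. SW480 colon cells incubated 48 hr with compounds at 37 C.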
KB-V1 cytotox – kills drug-selected multidrug resistant KB-V1 cells. KB-V1 MDR cells viability, CellTiter-Glo, 72 h. Potency, µM (highest dose often 46.1 µM), inactives show at the top dose activity change, negative = cytotoxicity, usual class: cytotoxic. actives 3.4% (n = 400,000); further: on the % scale 0 is the no-effect control and ±100 the full control effect; nearly all actives have a fitted effect of over 60% in size
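Potencies derive from concentration-effect curves fitted to normalized luminescence (CellTiter-Glo) of KB-V1 cells treated for 72 h at 37 degrees C in phenol-red-free DMEM containing 10% FBS.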
KB-3-1 tox – kills parental KB-3-1 adenocarcinoma cells | AID 1347075 | Potency, µM (series often up to 46.1 µM), for inactives: at the top dose activity change, negative = cytotoxic, most hits filed as cytotoxic | KB-3-1 viability, CellTiter-Glo ATP luminescence, 72 h | actives 1.4% (n = 400,000); further: on the % scale 0 is the no-effect control and ±100 the full control effect; nearly all actives have a fitted effect of over 60% in size
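Luminescent ATP read-out (CellTiter-Glo) measures survival of drug-naive KB-3-1 cells after 72 h compound exposure at 37 °C. Titration series was screened from lowest to highest concentration, with DMSO vehicle plates as background controls.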
HT1080 IDH1KD tx – toxicity to HT-1080 IDH1 knockdown cells (counter line); HT-1080 IDH1 knockdown viability, ATP luminescence, 48 h; actives 2% (n = 360,000); Potency, µM (series often up to 46.1 µM), for the others: top-dose activity, negative = toxicity, most hits filed as cytotoxic; AID 686971;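 further: 0% = DMSO wells and -100% = cell-free medium wells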
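Cytotoxicity counter-line: IDH1KD HT-1080, 48 h, CellTiter-Glo. Curves classed by r2, magnitude and activity.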
GLP1R cytotox – cytotoxicity counter-screen for GLP-1 receptor inverse agonists | HEK293 cAMP-luciferase reporter cells, luminescence, 24 h | Potency, µM (titrated, usually from 38.3 µM), inactives show at the top dose activity change, negative = inhibition, most hits filed as inhibitors | actives 0.13% (n = 410,000) | AID 624418;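 further: loss of luciferase light is scored as toxicity; on the % scale 0 is the no-effect control and ±100 the full control effect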
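Seeding density was 200 cells/uL; after overnight-length (12 h) culture, 23 nL compounds went on for 24 h at 37 °C. Readout used a luciferase detection reagent, luminescence taken after 12 min at room temperature.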
GLP1R ag – activates the human GLP-1 receptor; P43220; AID 624172; Potency, µM (top dose mostly 45.6 µM), without a hit: top-dose activation, hits mostly activators; actives 0.007% (n = 380,000); HEK293 GLP-1R CRE-luciferase, luminescence, 4-6 h; cells express a hypersensitive GLP-1R form; further: % of control where 0% means no effect
Target sequence (P43220 whole entry, looked up): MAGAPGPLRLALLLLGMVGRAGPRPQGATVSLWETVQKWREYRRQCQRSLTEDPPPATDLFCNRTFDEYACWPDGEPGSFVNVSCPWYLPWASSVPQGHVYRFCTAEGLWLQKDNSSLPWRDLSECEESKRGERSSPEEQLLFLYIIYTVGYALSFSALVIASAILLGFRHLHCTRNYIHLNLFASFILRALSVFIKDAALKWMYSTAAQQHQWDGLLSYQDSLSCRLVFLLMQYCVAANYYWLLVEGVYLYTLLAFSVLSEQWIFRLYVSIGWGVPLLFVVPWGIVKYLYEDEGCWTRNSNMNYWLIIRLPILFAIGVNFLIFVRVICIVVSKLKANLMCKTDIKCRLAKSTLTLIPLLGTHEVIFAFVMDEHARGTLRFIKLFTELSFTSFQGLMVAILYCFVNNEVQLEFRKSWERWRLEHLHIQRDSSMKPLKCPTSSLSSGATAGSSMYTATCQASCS
TDP43 rescue – rescues yeast growth from TDP-43 toxicity | TDP-43 expressing yeast growth rescue, BacTiter-Glo, 24 h | Potency, µM (titrated, usually from 46.1 µM), without a hit: at the highest dose growth rescue (activation), actives largely listed as activators | actives 1.8% (n = 410,000) | AID 652104; further: % of control where 0% means no effect; nearly all actives have a fitted effect of over 50% in size
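Yeast expressing TDP-43 (pregrown in raffinose, seeded at OD600=0.02 in galactose medium) exposed to compounds 24 hr at 30 deg C. Growth read by BacTiter-Glo luminescence; rescue of toxicity appears as increased signal.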
GLP-1R inv ag – GLP-1 receptor (human) inverse agonism; P43220; HEK293 GLP-1R CRE-luciferase, luminescence, 24 h; GLP-1R form is constitutively active; Potency, µM (titrated, usually from 38.3 µM), for inactives: top-dose activity change, negative = inhibition, hits mostly inhibitors; actives 1.6% (n = 410,000); AID 624417; further: on the % scale 0 is the no-effect control and ±100 the full control effect; nearly all actives have a fitted effect of over 55% in size
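Constitutively active GLP-1R drives a cAMP-responsive luciferase in stably transfected HEK293 cells; test compounds are added after overnight (12 h) attachment and left 24 hr, and signal loss in luminescence marks inhibition.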
Starred values were filed as active, the others as inactive; & = joins results of further samples; [ ] = remark or other dose. The call rests on the fitted dose curve; in most records, active means well fitted curve in the direction sought with a large enough effect; inconclusive means small, poorly fitted or top-dose-only effect, or another doubt; inactive means no such curve, though single readings can be large; an effect the other way counts as inactive or inconclusive. Potency means the concentration at half of the fitted maximal effect.

How did CC(=O)N1CCN(C(=O)CCC(=O)O)CC1 do in these assays?
HT1080NT lethal: 1%; SW480 rereplic: -2%; KB-V1 cytotox: -23%; KB-3-1 tox: 0%; HT1080 IDH1KD tx: -3%; GLP1R cytotox: 3%; GLP1R ag: -3%; TDP43 rescue: -16%; GLP-1R inv ag: 7%

How did O=C(CS(=O)(=O)Cc1ccccc1)N1CCN(c2cccc(C(F)(F)F)c2)CC1 do in these assays?
HT1080NT lethal: 0%; SW480 rereplic: 3%; KB-V1 cytotox: -23%; KB-3-1 tox: -8%; HT1080 IDH1KD tx: -5%; GLP1R cytotox: -17%; GLP1R ag: -9%; TDP43 rescue: inconclusive; GLP-1R inv ag: inconclusive

What do the screens show for `C=CCn1c(SCC(=O)Nc2cccc(OC)c2)nnc1-c1cccnc1`?
HT1080NT lethal: -19%; SW480 rereplic: -3%; KB-V1 cytotox: -23%; KB-3-1 tox: 1%; HT1080 IDH1KD tx: -8%; GLP1R cytotox: -5%; GLP1R ag: -2%; TDP43 rescue: 10%; GLP-1R inv ag: -9%

What do the screens show for `CSc1ccc(CCNS(=O)(=O)c2c(C)[nH]c(C)c2C(=O)N2CCCCC2)cc1`?
HT1080NT lethal: 0%; SW480 rereplic: 5%; KB-V1 cytotox: -5%; KB-3-1 tox: 0%; HT1080 IDH1KD tx: 0%; GLP1R cytotox: -15%; GLP1R ag: 12%; TDP43 rescue: -11%; GLP-1R inv ag: -7%

How did O=S(=O)(Nc1cccc(F)c1)c1ccc2[nH]c3c(c2c1)CCCCC3 do in these assays?
KB-V1 cytotox: 6%; KB-3-1 tox: -7%; GLP1R cytotox: -4%; TDP43 rescue: -83%[inhibitor]; GLP-1R inv ag: inconclusive

Results for Cc1ccc(-n2cc(-c3ccccc3)c3c(N4CCOCC4)ncnc32)cc1 ?
HT1080NT lethal: inconclusive; SW480 rereplic: inconclusive; KB-V1 cytotox: inconclusive; KB-3-1 tox: -1%; HT1080 IDH1KD tx: inconclusive; GLP1R cytotox: -17%; GLP1R ag: 7%; TDP43 rescue: 0%; GLP-1R inv ag: 3.5µM*

Results for Cc1nnc(SCC(=O)NC(=O)NC2CCCC2)n1N ?
HT1080NT lethal: 27%; SW480 rereplic: 1%[9.22 µM]; KB-V1 cytotox: 11%; KB-3-1 tox: 5%; HT1080 IDH1KD tx: 13%; GLP1R cytotox: 5%; GLP1R ag: -15%; TDP43 rescue: -1%; GLP-1R inv ag: -10%

Results for Cc1ccc(NC(=O)CN(C)C(=O)CSc2nc3ccccc3c(=O)n2CCO)cc1 ?
HT1080NT lethal: -7%; SW480 rereplic: -2%; KB-V1 cytotox: inconclusive; KB-3-1 tox: 0%; HT1080 IDH1KD tx: 2%; GLP1R cytotox: 5%; GLP1R ag: 6%; TDP43 rescue: 5%; GLP-1R inv ag: -19%

Results for COC(=O)[C@@H](Cc1ccccc1)NC(=O)Cn1cnc2c(SC)nc(N)nc21 ?
HT1080NT lethal: 13%; SW480 rereplic: -2%; KB-V1 cytotox: -2%; KB-3-1 tox: 11%; HT1080 IDH1KD tx: 9%; GLP1R cytotox: -11%; GLP1R ag: 0%; TDP43 rescue: 11%; GLP-1R inv ag: 8%

Results for Cc1cccc(C)c1NC(=O)CCSCCc1ccccn1 ?
KB-V1 cytotox: 6%; KB-3-1 tox: 12%; GLP1R cytotox: -1%; TDP43 rescue: 12%; GLP-1R inv ag: 19%

Results for COc1ccccc1C(=O)Oc1cc(N)n(S(=O)(=O)c2ccc(C)cc2)n1 ?
HT1080NT lethal: -5%; SW480 rereplic: -1%; KB-V1 cytotox: 1%; KB-3-1 tox: 15%; HT1080 IDH1KD tx: -18%; GLP1R cytotox: -10%; GLP1R ag: -10%; TDP43 rescue: -10%; GLP-1R inv ag: -19%

What do the screens show for `CC1CCN(CC(=O)Nc2ccccc2C(=O)NC2CC2)CC1`?
HT1080NT lethal: 5%; SW480 rereplic: -2%; KB-V1 cytotox: 8%; KB-3-1 tox: 3%; HT1080 IDH1KD tx: 1%; GLP1R cytotox: 1%; GLP1R ag: -3%; TDP43 rescue: 7%; GLP-1R inv ag: 16%

How did COc1ccc(/C=N/n2c(N)nc(-c3ccccc3)c2-c2ccccc2)cc1 do in these assays?
HT1080NT lethal: -9%; SW480 rereplic: inconclusive; KB-V1 cytotox: -13%; KB-3-1 tox: -8%; HT1080 IDH1KD tx: -15%; GLP1R cytotox: -7%; GLP1R ag: -18%; TDP43 rescue: 3%; GLP-1R inv ag: -37%

How did COc1ccccc1NS(=O)(=O)c1cccc(NC(=O)C2CC(=O)N(Cc3ccccc3)C2)c1 (configuration not stated) do in these assays?
HT1080NT lethal: -3%; SW480 rereplic: -8%; KB-V1 cytotox: -18%; KB-3-1 tox: 0%; HT1080 IDH1KD tx: -3%; GLP1R cytotox: 2%; GLP1R ag: 12%; TDP43 rescue: 12%; GLP-1R inv ag: -21%

What do the screens show for `O=C(CSCc1ccccc1)NCCCN1CCOCC1`?
HT1080NT lethal: -5%; SW480 rereplic: 4%; KB-V1 cytotox: inconclusive; KB-3-1 tox: 0%; HT1080 IDH1KD tx: -1%; GLP1R cytotox: 8%; GLP1R ag: 4%; TDP43 rescue: -17%; GLP-1R inv ag: 1%

What do the screens show for `Cc1ccccc1CNC(=O)CCCn1ncn2c(cc3occc32)c1=O`?
HT1080NT lethal: 8%; SW480 rereplic: -6%; KB-V1 cytotox: -9%&0%; KB-3-1 tox: inconclusive; HT1080 IDH1KD tx: 18%; GLP1R cytotox: 4%&0%; GLP1R ag: -2%; TDP43 rescue: 22%&1%; GLP-1R inv ag: 12%&-9%

How did O=C(c1ccc2c3c(cccc13)CC2)N1CCN(c2ncccn2)CC1 do in these assays?
HT1080NT lethal: -2%; SW480 rereplic: 0%; KB-V1 cytotox: inconclusive; KB-3-1 tox: -6%; HT1080 IDH1KD tx: -4%; GLP1R cytotox: -17%; GLP1R ag: 20%; TDP43 rescue: inconclusive; GLP-1R inv ag: -8%

What do the screens show for `COCCNc1nc(N)c([N+](=O)[O-])c(NC2CCCCC2)n1`?
HT1080NT lethal: 1%; SW480 rereplic: 3%; KB-V1 cytotox: 1%; KB-3-1 tox: inconclusive; HT1080 IDH1KD tx: -22%; GLP1R cytotox: -4%; GLP1R ag: inconclusive; TDP43 rescue: 5%; GLP-1R inv ag: 35%[activator]

What do the screens show for `O=C(CSc1nc(O)cc(=O)n1-c1ccccc1)N1CCCCC1`?
HT1080NT lethal: 10%; SW480 rereplic: -9%; KB-V1 cytotox: inconclusive; KB-3-1 tox: -1%; HT1080 IDH1KD tx: 10%; GLP1R cytotox: 7%; GLP1R ag: 1%; TDP43 rescue: -11%; GLP-1R inv ag: -4%

Results for COc1ccc(CCNC(=O)CN2C(=O)CSc3ccc(S(=O)(=O)N4CCOCC4)cc32)cc1OC ?
HT1080NT lethal: -2%; SW480 rereplic: 1%; KB-V1 cytotox: 19%; KB-3-1 tox: -1%; HT1080 IDH1KD tx: 4%; GLP1R cytotox: -4%; GLP1R ag: 5%; TDP43 rescue: 9%; GLP-1R inv ag: 0%

What do the screens show for `CCc1cc(C(=O)NCc2ccccc2)no1`?
KB-V1 cytotox: 3%; KB-3-1 tox: 15%; GLP1R cytotox: -8%; TDP43 rescue: 21%; GLP-1R inv ag: 35%[activator]

What do the screens show for `O=C(O)c1cc(Nc2nc(N3CCOCC3)nc(N3CCOCC3)n2)ccc1Cl`?
HT1080NT lethal: -2%; SW480 rereplic: -39%[inhibitor]; KB-V1 cytotox: 27%; KB-3-1 tox: 17%; HT1080 IDH1KD tx: -10%; GLP1R cytotox: -26%; GLP1R ag: -8%; TDP43 rescue: -7%; GLP-1R inv ag: -3%

Results for Cc1ccc(-n2nnnc2-c2cnc(-c3cccnc3)nc2C(F)(F)F)cc1 ?
HT1080NT lethal: -1%; SW480 rereplic: 0%; KB-V1 cytotox: 21µM*; KB-3-1 tox: inconclusive; HT1080 IDH1KD tx: -12%; GLP1R cytotox: -1%; GLP1R ag: -7%; TDP43 rescue: 16%; GLP-1R inv ag: 0%

What do the screens show for `O=C(NC(=S)N1CCN(c2c(Cl)cccc2[N+](=O)[O-])CC1)c1cccs1`?
HT1080NT lethal: -9%; SW480 rereplic: 21%; KB-V1 cytotox: inconclusive; KB-3-1 tox: 15%; HT1080 IDH1KD tx: inconclusive; GLP1R cytotox: 7.1µM*; GLP1R ag: 0%; TDP43 rescue: inconclusive; GLP-1R inv ag: 0%

What do the screens show for `C=CCSc1nc(N2CCOCC2)c2c(c1C#N)CC(C)(C)N(C)C2`?
HT1080NT lethal: 3%; SW480 rereplic: -2%; KB-V1 cytotox: 12%; KB-3-1 tox: -7%; HT1080 IDH1KD tx: 0%; GLP1R cytotox: 1%; GLP1R ag: -7%; TDP43 rescue: 1%; GLP-1R inv ag: -8%

How did O=C(Nc1cc(S(=O)(=O)N2CCOCC2)ccc1Cl)C(=O)c1c(-c2ccccc2)cc2ccccn12 do in these assays?
HT1080NT lethal: 6%; SW480 rereplic: -6%; KB-V1 cytotox: 0%; KB-3-1 tox: 9%; HT1080 IDH1KD tx: -3%; GLP1R cytotox: -19%; GLP1R ag: -8%; TDP43 rescue: -63%[inhibitor]; GLP-1R inv ag: -6%

Results for COc1ccc(NS(=O)(=O)c2cc([N+](=O)[O-])ccc2N/N=C/c2c(C)[nH]c3ccccc23)cc1 ?
HT1080NT lethal: 2%; SW480 rereplic: 15%; KB-V1 cytotox: -12%; KB-3-1 tox: 0%; HT1080 IDH1KD tx: -1%; GLP1R cytotox: 6%; GLP1R ag: -9%; TDP43 rescue: 0%; GLP-1R inv ag: -2%

Compounds as they come; about 9.4% have a hit in one of these screens.
